Bioassay records (PubChem BioAssay)
BAZ2B inh: inhibitors of human BAZ2B bromodomain; AID 504333; 360,000 compounds, 4.4% hits; Potency, µM (titrated, usually from 114 µM), for the others: top-dose activity change, negative = inhibition, hits mostly inhibitors; AlphaScreen BAZ2B-H3K14Ac peptide displacement; also: potency is read from the fitted curve at half-maximal effect; % is scaled to controls: 0 for no effect and ±100 for the full control effect; nearly all actives have a fitted effect of over 60% in size
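AlphaScreen displacement: compounds (up to 110uM) incubated 30 min at room temperature with a preformed 50 nM BAZ2B/50 nM biotinylated H3K14Ac peptide complex in PBS pH 7.4 with Tween-20. Donor and acceptor beads at 10 ug/mL final added, 20 min light-protected before reading.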
HP1b binding inh: blocks HP1-beta chromodomain binding to methylated histone tails | 390,000 compounds, 0.56% hits | Potency, µM (doses to about 114 µM), without a hit: at the highest dose activity change, negative = inhibition, actives largely listed as inhibitors | AID 540317 | AlphaScreen HP1-beta / biotin-H3K9me3 peptide binding | P83916; also: potency is read from the fitted curve at half-maximal effect; nearly all actives have a fitted effect of over 70% in size; inactives centre near 23
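Compound inhibition of the preformed complex between 50 nM HP1-beta and 50 nM biotinylated H3K9me3 peptide was read by AlphaScreen. Buffer was PBS pH 7.4 with 0.01% Tween-20. Incubations ran 30 min at room temperature, with 10 ug/mL donor/acceptor beads.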
PGK inhibitor: blocks T. brucei phosphoglycerate kinase. P07378. PGK/GAPDH coupled, Kinase-Glo luminescence, 60 min. Potency, µM (doses to about 57.5 µM), for inactives: at the highest dose activity change, negative = inhibition, hits mostly inhibitors. 380,000 compounds, 0.043% hits. AID 602233; also: potency is read from the fitted curve at half-maximal effect; % is scaled to controls: 0 for no effect and ±100 for the full control effect; nearly all actives have a fitted effect of over 60% in size
Target sequence (P07378 whole entry, looked up): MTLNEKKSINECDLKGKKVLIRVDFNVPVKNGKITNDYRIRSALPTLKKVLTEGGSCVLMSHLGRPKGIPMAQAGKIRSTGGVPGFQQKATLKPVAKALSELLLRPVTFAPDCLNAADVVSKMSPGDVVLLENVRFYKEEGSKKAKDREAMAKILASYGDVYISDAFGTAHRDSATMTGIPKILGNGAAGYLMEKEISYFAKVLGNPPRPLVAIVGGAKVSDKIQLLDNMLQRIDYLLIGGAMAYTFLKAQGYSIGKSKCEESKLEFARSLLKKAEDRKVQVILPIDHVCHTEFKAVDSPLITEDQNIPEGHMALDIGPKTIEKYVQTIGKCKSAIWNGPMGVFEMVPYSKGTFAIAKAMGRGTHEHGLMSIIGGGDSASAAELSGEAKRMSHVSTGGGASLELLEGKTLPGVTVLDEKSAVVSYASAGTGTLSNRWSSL
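Recombinant glycosomal PGK reaction used 1,3-bisphosphoglycerate generated in-well by GAPDH (100nM final) in 100mM TEA pH 7.6, 5mM MgCl2, 0.01% Tween-20. After 60 minutes at room temperature, ATP was read by Kinase-Glo Plus luminescence end-point.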
GLS inh: blocks human kidney-isoform glutaminase activity. GLS enzymatic activity, qHTS titration. Potency, µM (top dose mostly 45.5 µM), for the others: at the top dose activity change, negative = inhibition, actives largely listed as inhibitors. 410,000 compounds, 0.21% hits. AID 624170; also: potency is read from the fitted curve at half-maximal effect; % is scaled to controls: 0 for no effect and ±100 for the full control effect
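Glutamate formation by hKGA was monitored fluorometrically using coupled glutamate oxidase, HRP and Amplex Red. Substrate was added as 1 mM L-glutamine solution; incubation was 30 min at RT after an initial read.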
PI4K2A block: blocks human PI4K2A kinase activity | Q9BTU6 | 420,000 compounds, 0.13% hits | purified PI4K2A, ADP-Glo luminescence, 1 h; stronger effect = lower value | activity change, negative = inhibition, % at 76.9 µM; in the data active = activity change below about -50%; inconclusive = mostly about -30% to -49%;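 also: -100% = wells without enzyme as full effect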
Target sequence (Q9BTU6 whole entry, looked up): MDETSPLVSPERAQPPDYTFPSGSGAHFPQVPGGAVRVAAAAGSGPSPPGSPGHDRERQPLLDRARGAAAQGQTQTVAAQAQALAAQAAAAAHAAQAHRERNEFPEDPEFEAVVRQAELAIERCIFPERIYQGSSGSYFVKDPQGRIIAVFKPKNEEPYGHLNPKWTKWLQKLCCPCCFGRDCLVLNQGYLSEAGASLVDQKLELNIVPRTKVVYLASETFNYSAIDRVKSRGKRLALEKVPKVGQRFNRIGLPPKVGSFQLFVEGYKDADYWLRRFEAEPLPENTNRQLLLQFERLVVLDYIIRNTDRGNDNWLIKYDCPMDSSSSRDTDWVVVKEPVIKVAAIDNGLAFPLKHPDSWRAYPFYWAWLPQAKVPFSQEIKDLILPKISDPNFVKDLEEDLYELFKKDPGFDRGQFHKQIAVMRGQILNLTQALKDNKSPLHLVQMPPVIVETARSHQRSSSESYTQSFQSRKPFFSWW
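Compounds are screened against recombinant PI4K2A using PI as substrate and ATP, the latter dispensed at 300 microM. Reactions run one hour at ambient temperature before ADP-Glo detection; full inhibition defined by wells lacking enzyme.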
Pin1 inhibitor: inhibitors of human Pin1; 390,000 compounds, 0.009% hits; Potency, µM (top dose mostly 115 µM), for the others: at the top dose activity, negative = inhibition, actives largely listed as inhibitors; AID 504891; Pin1 FP peptide displacement, HiFluor488, 10 min; Q13526; active = well fitted inhibition curve with a large enough effect in the polarisation, with a control signal flat, not every such curve was filed as active; inconclusive = small, poorly fitted or top-dose-only effect, or effect the other way, or a change in a side signal; inactive = no such curve, though single readings can be large or run the other way; the % refers to the polarisation; also: potency is read from the fitted curve at half-maximal effect; % is scaled to controls: 0 for no effect and ±100 for the full control effect
Target sequence (Q13526 whole entry, looked up): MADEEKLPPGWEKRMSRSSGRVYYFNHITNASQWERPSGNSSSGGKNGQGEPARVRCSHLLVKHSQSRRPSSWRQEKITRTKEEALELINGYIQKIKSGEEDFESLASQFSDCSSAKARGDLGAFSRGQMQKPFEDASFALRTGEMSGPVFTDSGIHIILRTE
ERG-DNA inh: blocks human ERG Ets domain binding to DNA; Potency, µM (series often up to 76.9 µM), without a hit: at the top dose FP activity, negative = inhibition, hits mostly inhibitors; fluorescence polarization, His-ERG Ets domain / labelled DNA; 370,000 compounds, 0.028% hits; P11308; active = well fitted inhibition curve with a large enough effect in the polarisation, with a control signal flat; inconclusive = small, poorly fitted or top-dose-only effect, or effect the other way, or a change in a side signal; inactive = no such curve, though single readings can be large or run the other way; the % refers to the polarisation;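 also: polarization taken with two DNA probes labelled with fluorescein and Texas red; potency is read from the fitted curve at half-maximal effect; % of control where 0% means no effect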
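His-tagged ERG Ets domain (1 uM in the protein solution; 300mM KCl, 50mM Tris-HCl, 1mM EDTA, 1mM DTT, pH 7.5) received compound, then a probe mix of 5 nM fluorescein-DNA and 100nM Texas-615-DNA. Fluorescence polarization was read for both dyes.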
G9a block: blocks human histone lysine methyltransferase G9a; Potency, µM (series often up to 102 µM), inactives show at the top dose activity, negative = inhibition, hits mostly inhibitors; G9a H3K9 monomethylation, AlphaScreen, 2 h; 350,000 compounds, 8.8% hits; Q96KQ7; also: potency is read from the fitted curve at half-maximal effect; % is scaled to controls: 0 for no effect and ±100 for the full control effect; nearly all actives have a fitted effect of over 75% in size
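Using a bead-based AlphaScreen, monomethylated H3K9 product from 2 h room-temperature reactions (G9a 20 nM, peptide 500 nM, SAM 20 uM) was detected with 0.5 ug/mL rabbit anti-H3K9me1 antibody.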
JMJD2A Tudor: blocks the human JMJD2A Tudor domain | AlphaScreen JMJD2A-Tudor / H3K4me3 peptide binding | Potency, µM (titrated, usually from 114 µM), for inactives: at the top dose activity change, negative = inhibition, hits mostly inhibitors | 390,000 compounds, 4.4% hits | AID 504339; also: potency is read from the fitted curve at half-maximal effect; % is scaled to controls: 0 for no effect and ±100 for the full control effect; nearly all actives have a fitted effect of over 50% in size
* = called active by the depositor; & = joins results of further samples; [ ] = remark or other dose. Unless noted, calls follow the shape of the dose curve; as a rule, active = well fitted curve in the direction sought with a large enough effect; inconclusive = small, poorly fitted or top-dose-only effect, or another doubt; inactive = no such curve, though single readings can be large; an effect the other way counts as inactive or inconclusive.

For CC(C)Sc1nc(N2CCCC2)c2c(c1C#N)CC(C)(C)OC2 the results were BAZ2B inh -5%, HP1b binding inh 76%[activator], PGK inhibitor -2%, GLS inh 3%, PI4K2A block 2, Pin1 inhibitor 1%, ERG-DNA inh 9%, G9a block 5%[59 µM] and JMJD2A Tudor 11%.
`COc1cccc(OC)c1C(=O)N1CCNCC1` gave BAZ2B inh 9%, HP1b binding inh 57%[activator], PGK inhibitor -7%, GLS inh -2%, PI4K2A block -24, Pin1 inhibitor -4%, ERG-DNA inh -1%, G9a block -11%[0.501 µM] and JMJD2A Tudor -16%.
`CCOc1ccc2nc(N3C(=O)CNC3=S)sc2c1` gave BAZ2B inh -21%, HP1b binding inh 32%, PGK inhibitor -10%, GLS inh 4%, PI4K2A block 5, Pin1 inhibitor -4%, ERG-DNA inh 4%, G9a block 8% and JMJD2A Tudor -15%.
Oc1ccc(NCc2ccccc2OCc2ccccc2)cc1 was read as BAZ2B inh 28µM*, HP1b binding inh inconclusive, PGK inhibitor -9%&1%, GLS inh inconclusive, PI4K2A block inconclusive, Pin1 inhibitor inconclusive, ERG-DNA inh inconclusive, G9a block 1.8µM* and JMJD2A Tudor 56µM*.
For CCCCCN(C(=O)CCC(=O)OCC(=O)N1CCCCC1C)c1c(N)n(CCCC)c(=O)[nH]c1=O (centres undefined) the results were BAZ2B inh 4%, HP1b binding inh 24%, PGK inhibitor 1%, GLS inh -4%, PI4K2A block -2, Pin1 inhibitor -10%, ERG-DNA inh -1%, G9a block 26% and JMJD2A Tudor 0%.
COc1ccc(-c2cc(C(F)(F)F)nc(SCC(=O)NCCc3ccc(OC)c(OC)c3)n2)cc1 was read as BAZ2B inh -16%, HP1b binding inh 28%, PGK inhibitor -10%, GLS inh 2%, PI4K2A block 0, Pin1 inhibitor 6%, ERG-DNA inh -2%, G9a block -16%[59 µM] and JMJD2A Tudor -8%.
`Cc1cccc(-c2nnc(SCC(=O)NCc3ccc4c(c3)OCO4)n2C)c1` gave BAZ2B inh -6%, HP1b binding inh 18%, PGK inhibitor -10%, GLS inh -5%, PI4K2A block 5, Pin1 inhibitor -3%, ERG-DNA inh 6%, G9a block 1% and JMJD2A Tudor 8%.
`CSc1ccc(C(=O)N2CCC(CCC(=O)NC3CC3)CC2)cc1` gave BAZ2B inh 1%, HP1b binding inh 9%, PGK inhibitor 1%, GLS inh -1%, PI4K2A block 5, Pin1 inhibitor 5%, ERG-DNA inh 2%, G9a block 13%[0.0925 µM] and JMJD2A Tudor -20%.
CCCNC(=O)CN(c1ccc(F)cc1)S(=O)(=O)c1ccc2c(c1)OCCO2 was read as BAZ2B inh 12%, HP1b binding inh 11%, PGK inhibitor -3%, GLS inh 3%, PI4K2A block -4, Pin1 inhibitor -1%, G9a block 16%[59 µM] and JMJD2A Tudor -1%.
Screening CCOc1cccc(=O)c2c(C)n(C)c(C)c12 returned BAZ2B inh 56µM*, HP1b binding inh -25%, PGK inhibitor -3%, GLS inh -9%, PI4K2A block inconclusive, Pin1 inhibitor inconclusive, ERG-DNA inh 0%, G9a block -13%[59 µM] and JMJD2A Tudor inconclusive.
`Cc1ccc(OCCCn2c(-c3ccc(Cl)cc3)nc3ccccc3c2=O)c(C)c1` gave BAZ2B inh 13%, HP1b binding inh 40%[activator], PGK inhibitor inactive, GLS inh -8%, PI4K2A block 3, Pin1 inhibitor 0%, ERG-DNA inh 1%, G9a block -41%[59 µM] and JMJD2A Tudor 20%.
Cc1cc(C(=O)COC(=O)C23CC4CC(CC(O)(C4)C2)C3)c(C)n1-c1c(C)n(C)n(-c2ccccc2)c1=O was read as BAZ2B inh -17%, HP1b binding inh 12%, PGK inhibitor -3%, GLS inh -2%, PI4K2A block 5, Pin1 inhibitor -5%, ERG-DNA inh -17%, G9a block -4% and JMJD2A Tudor -9%.
Cc1ccc(C)c(NC(=O)COC(=O)CC2CC3CCC2C3)c1 (centres undefined) was read as HP1b binding inh 35%[activator], PGK inhibitor 23%, GLS inh 8%, PI4K2A block -10, Pin1 inhibitor -2%, ERG-DNA inh -7% and JMJD2A Tudor 9%.
`O=C(N/N=C\c1cc2c(cc1[N+](=O)[O-])OCO2)c1cccs1` gave BAZ2B inh -12%, HP1b binding inh 54%[activator], PGK inhibitor -9%, GLS inh -10%, PI4K2A block 3, Pin1 inhibitor -4%, ERG-DNA inh 7%, G9a block 4% and JMJD2A Tudor -6%.
For COc1cc(N2C(=O)c3ccccc3C2=O)c(Cl)cc1C(=O)OCC(=O)NCc1ccco1 the results were BAZ2B inh -4%, HP1b binding inh -10%, PGK inhibitor -3%, GLS inh -1%, PI4K2A block -3, Pin1 inhibitor -3%, ERG-DNA inh -12%, G9a block -20% and JMJD2A Tudor -19%.
Screening COc1ccccc1N1CCN(C2CCCN(C(=O)CC(F)(F)F)C2)CC1 (centres undefined) returned BAZ2B inh 7%, HP1b binding inh 33%, PGK inhibitor -4%, GLS inh 10%, PI4K2A block 9, Pin1 inhibitor -3%, ERG-DNA inh -2%, G9a block 15% and JMJD2A Tudor -11%.
For C#CCNC(=O)C1=C[C@@H](c2ccccc2)C[C@@H](OCCCCO)O1 the results were HP1b binding inh 57%[activator], PGK inhibitor -3%, GLS inh 3%, PI4K2A block -4, Pin1 inhibitor 3%, ERG-DNA inh 4% and JMJD2A Tudor -21%.
`Cc1nc2ccccc2c(=O)n1NC(=O)c1ccc(F)cc1Cl` gave BAZ2B inh 11%, HP1b binding inh 30%, GLS inh -2%, PI4K2A block 5, Pin1 inhibitor 1%, G9a block 11%[12.7 µM] and JMJD2A Tudor 2%.
`O=C(CN1CCN(C(=O)c2cccc(S(=O)(=O)N3CCCC3)c2)CC1)Nc1ccc(F)cc1` gave BAZ2B inh 0%, HP1b binding inh 21%, PGK inhibitor 0%, GLS inh 22%, PI4K2A block 5, Pin1 inhibitor 0%, ERG-DNA inh 12%, G9a block inconclusive and JMJD2A Tudor -9%.
`NS(=O)(=O)c1ccc(NC(=O)COC(=O)CCc2ccccc2)cc1` gave BAZ2B inh 0%, HP1b binding inh 22%, PGK inhibitor inactive, GLS inh 6%, PI4K2A block 6, Pin1 inhibitor -2%, ERG-DNA inh -1%, G9a block -8% and JMJD2A Tudor 2%.

In the list so far, these have a CF3 group.
COc1ccc(-c2cc(C(F)(F)F)nc(SCC(=O)NCCc3ccc(OC)c(OC)c3)n2)cc1 was read as BAZ2B inh -16%, HP1b binding inh 28%, PGK inhibitor -10%, GLS inh 2%, PI4K2A block 0, Pin1 inhibitor 6%, ERG-DNA inh -2%, G9a block -16%[59 µM] and JMJD2A Tudor -8%.
Screening COc1ccccc1N1CCN(C2CCCN(C(=O)CC(F)(F)F)C2)CC1 (centres undefined) returned BAZ2B inh 7%, HP1b binding inh 33%, PGK inhibitor -4%, GLS inh 10%, PI4K2A block 9, Pin1 inhibitor -3%, ERG-DNA inh -2%, G9a block 15% and JMJD2A Tudor -11%.

Going on with the list.
COC(=O)c1ccc(CSc2nnc3nc(C)cc(C)n23)cc1 was read as BAZ2B inh -12%, HP1b binding inh 32%, PGK inhibitor -8%, GLS inh 18%, PI4K2A block 2, Pin1 inhibitor -3%, ERG-DNA inh 0%, G9a block inconclusive and JMJD2A Tudor -17%.
For Cc1ccc2c(c1)c1nnc(SCC(=O)N3CCN(c4ccc(F)cc4)CC3)nc1n2CC(=O)O the results were BAZ2B inh -30%, HP1b binding inh 7%, PGK inhibitor -7%, GLS inh 52%[activator], PI4K2A block -2, Pin1 inhibitor 0%, ERG-DNA inh 10%, G9a block -5%[59 µM] and JMJD2A Tudor -23%.
O=C(Cc1cccc(NC(=O)C2CCCN(C(=O)C3CCC3)C2)c1)Nc1ccc(C(=O)N2CCOCC2)cc1 (centres undefined) was read as HP1b binding inh 61%[activator], PGK inhibitor 9%, GLS inh 0%, PI4K2A block -1, Pin1 inhibitor 1%, ERG-DNA inh -7% and JMJD2A Tudor -8%.
CC(=O)Nc1ccc(S(=O)(=O)N(C)CC(=O)Nc2cccc(S(=O)(=O)N3CCCC3)c2)cc1 was read as BAZ2B inh -4%, HP1b binding inh 17%, PGK inhibitor 9%, GLS inh -8%, PI4K2A block -1, Pin1 inhibitor -8%, ERG-DNA inh 3%, G9a block 11%[0.501 µM] and JMJD2A Tudor -14%.
Screening O=C(NCCc1ccncc1)C(F)(F)F returned BAZ2B inh -4%, HP1b binding inh 25%, PGK inhibitor inactive, GLS inh -5%, PI4K2A block -4, Pin1 inhibitor 0%, ERG-DNA inh 2%, G9a block -6%[12.7 µM] and JMJD2A Tudor -10%.
`O=C(Cc1c[nH]c2ccccc12)NCc1ccccc1F` gave BAZ2B inh -2%, HP1b binding inh 36%, PGK inhibitor 5%, GLS inh 1%, PI4K2A block 1, Pin1 inhibitor 0%, ERG-DNA inh 2%, G9a block 9% and JMJD2A Tudor 1%.
CCc1ccc(OCC(=O)N2CCc3ccccc32)cc1 was read as BAZ2B inh 45%[activator], HP1b binding inh 80%[activator], PGK inhibitor 7%, GLS inh -2%, PI4K2A block -8, Pin1 inhibitor -1%, ERG-DNA inh 1%, G9a block 158%[activator] and JMJD2A Tudor 70%[activator].

An unsorted share of the library; about 11% have a hit in one of these screens.
